High-throughput results (PubChem)
DENV2 CPE = inhibitors of DENV2 cytopathic effect. DENV2-infected cells, cytopathic effect rescue, plate reader. CPE inhibition, % at 9.99 µM. actives 1.7% (n = 350,000); in the data active = CPE inhibition above about 20%, passing the limit was not always enough; inconclusive = no clear call, values can overlap the other calls; tested in BHK-21 cells;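 note: 0% = median of neutral control wells and 100% = median of positive control wells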
SIRT5 block = sirtuin-5 (human) deacylase inhibition; Purified SirT5, succinyl-peptide AMC, trypsin-coupled fluorescence; inhibition, % at 15 µM; actives 1.1% (n = 330,000); AID 652115; in the data active = inhibition above about 15%; inconclusive = no clear call, values can overlap the other calls
Target sequence (Q9NXA8 whole entry, looked up): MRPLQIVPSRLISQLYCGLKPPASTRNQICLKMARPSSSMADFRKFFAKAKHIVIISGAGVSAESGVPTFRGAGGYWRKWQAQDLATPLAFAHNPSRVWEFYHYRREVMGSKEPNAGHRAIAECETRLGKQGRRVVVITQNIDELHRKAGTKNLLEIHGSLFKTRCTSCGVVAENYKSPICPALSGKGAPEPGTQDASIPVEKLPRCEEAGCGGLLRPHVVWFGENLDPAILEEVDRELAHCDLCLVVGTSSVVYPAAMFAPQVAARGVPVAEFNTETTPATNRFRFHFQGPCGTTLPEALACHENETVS
ERp5 block = blocks human ERp5 reductase activity on insulin | Q15084 | ERp5 insulin aggregation, absorbance 650 nm, 90 min | inhibition, % at 9.99 µM | actives 0.05% (n = 350,000) | AID 651711;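 active = mean replicate inhibition above about 25%, with every replicate also reaching it, limit read from the data, passing the limit was not always enough; inconclusive = only one of those two criteria met; inactive = neither criterion met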
Target sequence (Q15084 whole entry, looked up): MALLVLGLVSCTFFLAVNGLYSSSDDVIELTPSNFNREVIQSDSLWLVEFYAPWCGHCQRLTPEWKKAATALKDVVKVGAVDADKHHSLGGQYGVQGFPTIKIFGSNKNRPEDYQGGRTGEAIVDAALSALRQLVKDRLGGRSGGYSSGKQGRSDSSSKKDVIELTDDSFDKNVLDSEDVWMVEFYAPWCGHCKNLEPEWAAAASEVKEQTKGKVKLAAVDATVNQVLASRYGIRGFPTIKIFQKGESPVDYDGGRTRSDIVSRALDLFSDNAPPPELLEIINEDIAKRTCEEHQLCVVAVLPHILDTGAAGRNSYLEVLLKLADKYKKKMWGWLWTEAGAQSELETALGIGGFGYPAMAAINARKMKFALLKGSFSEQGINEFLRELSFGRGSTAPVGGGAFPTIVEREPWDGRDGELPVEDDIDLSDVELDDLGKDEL
C2C12 statin = suppressors of simvastatin-induced myotoxicity in C2C12 myotubes; ATP luminescence, 48 h; scaled: DMSO 0, geranylgeraniol control 100; rescue of ATP level, % at 7.49 µM; actives 0.78% (n = 330,000);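 active = mean ATP rescue above about 67%, or every replicate alone reaching that limit, limit read from the data, passing the limit was not always enough; inconclusive = no clear call, values can overlap the other calls; inactive = mean under the limit and some replicate under it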;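 note: myotubes were challenged with 10 µM simvastatin during compound exposure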
PglD DTNB = blocks C. jejuni PglD acetyltransferase activity. purified PglD enzyme, DTNB colorimetric CoA detection. inhibition, % at 12.5 µM. actives 0.098% (n = 360,000); in the data active = inhibition above about 16%, passing the limit was not always enough; inconclusive = no clear call, values can overlap the other calls; note: strong numbers were not always called active
S100A4 inh HTS = S100A4-myosin IIA interaction inhibition. S100A4/TAMRA-MyoIIA peptide fluorescence polarization. inhibition, % at 10.7 µM. P26447. actives 0.14% (n = 360,000);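 active = mean inhibition of at least 70% across replicates, with every replicate also reaching that level; inconclusive = mean inhibition reaches 70% but some replicates fall short; inactive = mean inhibition below 70%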
Target sequence (P26447 whole entry, looked up): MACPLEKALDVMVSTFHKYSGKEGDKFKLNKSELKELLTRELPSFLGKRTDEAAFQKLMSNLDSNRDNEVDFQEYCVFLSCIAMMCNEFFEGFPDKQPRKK
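System – human S100A4 monomer protein, biochemical binding assay · Buffer or medium – Calcium-containing HEPES buffer, pH 7.2 · Timing – 5 min between mix addition and reading · Also added – TAMRA-labelled myosin IIA heavy-chain peptide probe, 5 nM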
E-selectin induc = E-selectin induction on HUVECs | HUVEC E-selectin immunofluorescence imaging; normalized: neutral wells 0, TNF-alpha wells 100 | activation, % at 7.58 µM | actives 0.37% (n = 260,000);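 active = mean E-selectin-positive cell signal at least 10% of the positive control, reached in at least 60% of replicates, without over 20% cell loss; inconclusive = no rule given, readout overlaps actives, possibly toxicity-flagged; inactive = the rest, including those meeting only one limit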;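 note: in these data hits start at about 27%; measured in HUVEC primary endothelial cells; signal is the percent of cells scored E-selectin positive by PE staining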
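System: HUVEC, human umbilical vein endothelial cells; quantity: 3,000 cells/well; buffer or medium: EGM-2 medium, gelatin-coated wells; dosing: single-point compound dose; detection: immunofluorescence imaging; evaluation: % PE-positive cells; benchmarks: TNF-alpha, DMSO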
Active calls of the source: *; ? = inconclusive; · = no result given. An excerpt; the hit share may differ from the screen's.

SMILES | DENV2 CPE | SIRT5 block | ERp5 block | C2C12 statin | PglD DTNB | S100A4 inh HTS | E-selectin induc
CCC(=O)OC1(C)C(=O)C=C2C=C(C3CC3)OC=C2C1=O (stereo not drawn) | · | 8 | -2 | -7 | 3 | -4 | 0.1
COc1cc2c(cc1OC)C(C)N(C(=O)c1ccc(C)o1)CC2 (stereo not drawn) | 13 | 22* | -1 | 14 | -5 | -7 | 0.1
COc1ccc(C2Nc3ccccc3C(=O)N2NS(=O)(=O)c2ccccc2)c(OC)c1 (stereo not drawn) | -1 | · | -4 | · | 0 | -28 | -0.1
C[C@H](NC(=O)C[C@@H]1CC[C@H]2[C@@H](COC[C@@H](O)CN2C(=O)Nc2cccc(F)c2)O1)c1ccccc1 | -10 | 19* | 1 | -15 | 2 | 8 | 0.2
CC(C)C[C@H]1COc2cc(NCCCN3CCOCC3)ccc2S(=O)(=O)N1 | -3 | -6 | -1 | · | · | 1 | 0.1
Cn1c(=O)c2cc(NC(=O)Nc3cccnc3)ccc2n1Cc1ccc(Cl)cc1 | 7 | -32 | 6 | -2 | 5 | -1 | -0.2
Cc1ccccc1S(=O)(=O)N1CC[C@@H]2[C@H]1c1cc(-c3cccc(F)c3)ccc1N(C)[C@H]2CO | 22* | · | · | -51 | 0 | · | 0.1
Cc1ccc(N2CC(C(=O)Nc3ccc(C)c(S(=O)(=O)N(C)C)c3)CC2=O)cc1 (stereo not drawn) | 1 | -4 | 3 | · | · | 0 | 3.5
CCCCCOc1ccc(/C=C/c2c([N+](=O)[O-])c(=O)n(C)c(=O)n2C)cc1 | 12 | -6 | -1 | ? | 17 | -6 | 0.0
COC(CNC(=O)c1c[nH]c2ccc(S(=O)(=O)N(C)c3ccc(F)cc3)cc2c1=O)OC | -4 | -1 | 0 | -6 | 3 | -3 | -0.1
O=C(CNC1CCCCCC1)c1cccs1 | 6 | -4 | 2 | · | · | -3 | 3.0
CCC(C)Nc1nc2c(c(=O)[nH]c(=O)n2C)n1CCCc1ccccc1 (stereo not drawn) | 17 | 4 | -1 | -10 | -1 | 10 | ·
COC(=O)c1ccc(N=Cc2c(-c3ccccc3)[nH][nH]c2=O)cc1 | -5 | 1 | 0 | · | · | -4 | ·
CC(C)=CC(=O)Nc1ccc(S(=O)(=O)Nc2ccccn2)cc1 | · | 2 | 0 | · | · | -3 | ·
CCCNC(=O)N[C@H]1C=C[C@H](CC(=O)NCCc2ccccc2)O[C@@H]1CO | 5 | -2 | 9 | 2 | 7 | 11 | 0.1
CCC(=O)N1[C@@H](CO)[C@@H](c2ccc(-c3cccc(OC)c3)cc2)C12CN(C(C)=O)C2 | 0 | 1 | 5 | · | · | -5 | -0.1
O=C(C[C@H]1CC[C@@H](NS(=O)(=O)c2ccc(F)cc2)[C@H](CO)O1)NC1CCCCC1 | 0 | 14 | -8 | 2 | -1 | -5 | -0.1
Cc1ccc(S(=O)(=O)Nc2c(C)n(C)n(-c3ccccc3)c2=O)cc1C(=O)OC(C)C(=O)N(C)c1ccccc1 (stereo not drawn) | · | 1 | -3 | -4 | · | 0 | 0.2
COc1ccc(/C=C2\SC(=O)N(CCCC(=O)Nc3cc(Cl)ccc3C(=O)O)C2=O)cc1 | 0 | 8 | -14 | · | · | -2 | ·
O=C(COc1ccccc1[N+](=O)[O-])Nc1ccc(NC(=O)c2cc3ccccc3o2)cc1 | -3 | -4 | 1 | · | -2 | -65 | ·
CN1CCN(S(=O)(=O)c2cccc(C(=O)NC3(C)CCS(=O)(=O)C3)c2)CC1 (stereo not drawn) | 2 | -4 | -10 | 1 | 6 | 0 | ·
NS(=O)(=O)c1cccc2cccnc12 | -5 | -3 | -2 | -11 | 5 | 0 | 0.9
COC(=O)CCCC(=O)NC1CCCc2c1cnn2-c1ccc(F)cc1F (stereo not drawn) | 0 | 4 | 3 | -2 | 1 | 1 | 0.8
Cc1nn(-c2ccccc2)nc1C(=O)NN | -2 | -5 | 4 | 2 | 2 | -1 | -0.1
CN1CCN(C(=O)C[C@@H]2C=C[C@@H](NS(=O)(=O)c3cccc(F)c3)[C@@H](CO)O2)CC1 | -1 | 2 | -3 | 1 | -8 | 103* | -0.6
O=C(NCC[C@H]1CC[C@@H](NC(=O)c2cnccn2)[C@@H](CO)O1)Nc1ccc(Cl)cc1 | 0 | 1 | 2 | -7 | 1 | 0 | -1.1
O=C(CN1CCN(C(c2ccccc2)c2ccccc2)CC1)Nc1ccc(N2CCOCC2)cc1 | -6 | -4 | 4 | · | · | -2 | 2.0
CCC(=O)N1c2ccc(S(=O)(=O)N3CCN(c4ccc([N+](=O)[O-])cc4)CC3)cc2CC1C (stereo not drawn) | -7 | 1 | 4 | -22 | -5 | -6 | 1.4
O=C(C[C@H]1CC[C@H]2[C@@H](COC[C@H](O)CN2C(=O)Nc2ccc(C(F)(F)F)cc2)O1)NC1Cc2ccccc2C1 | 12 | 2 | 0 | -78 | -2 | 3 | 0.4
Cc1ccc(S(=O)(=O)N(C)C[C@H]2Oc3ccc(NC(=O)Cc4cn(C)c5ccccc45)cc3CC(=O)N([C@@H](C)CO)C[C@@H]2C)cc1 | 9 | 1 | -2 | 34 | 0 | -32 | 0.5
Cc1cc(C)nc(N/C(=N/S(=O)(=O)Cc2ccccc2)Nc2ccccc2)n1 | -4 | -5 | 7 | 4 | 3 | -2 | -1.0
COc1ccc(OCC(=O)OCC(=O)Nc2ccc3[nH]c(=O)[nH]c3c2)cc1 | 12 | -3 | 4 | 3 | 1 | -3 | ·
Cc1c(C(=O)N2CCCCC2)c(S(=O)(=O)N2CCN(c3ccc(F)cc3)CC2)c(C)n1C | -1 | 2 | 5 | 4 | -4 | -3 | ·
NC1=NC[C@@H](Cc2ccc(O)cc2)N1CCc1cccc(F)c1 | -8 | · | -3 | -6 | 4 | 1 | -0.1
CCOC(=O)CN1C(=O)SC(Nc2ccc(C)cc2)C1=O (stereo not drawn) | -5 | -1 | -5 | · | -2 | -5 | 0.3
Fc1ccc(-c2nc3ccccc3[nH]2)cc1 | 6 | -7 | -7 | -3 | · | 0 | ·

In the list so far, these contain a Cl atom.
SMILES | DENV2 CPE | SIRT5 block | ERp5 block | C2C12 statin | PglD DTNB | S100A4 inh HTS | E-selectin induc
Cn1c(=O)c2cc(NC(=O)Nc3cccnc3)ccc2n1Cc1ccc(Cl)cc1 | 7 | -32 | 6 | -2 | 5 | -1 | -0.2
COc1ccc(/C=C2\SC(=O)N(CCCC(=O)Nc3cc(Cl)ccc3C(=O)O)C2=O)cc1 | 0 | 8 | -14 | · | · | -2 | ·
O=C(NCC[C@H]1CC[C@@H](NC(=O)c2cnccn2)[C@@H](CO)O1)Nc1ccc(Cl)cc1 | 0 | 1 | 2 | -7 | 1 | 0 | -1.1

The listing picks up with the 2 entries that preceded the break.
SMILES | DENV2 CPE | SIRT5 block | ERp5 block | C2C12 statin | PglD DTNB | S100A4 inh HTS | E-selectin induc
CCOC(=O)CN1C(=O)SC(Nc2ccc(C)cc2)C1=O (stereo not drawn) | -5 | -1 | -5 | · | -2 | -5 | 0.3
Fc1ccc(-c2nc3ccccc3[nH]2)cc1 | 6 | -7 | -7 | -3 | · | 0 | ·
CCOc1ccccc1/C=N/NC(=O)CSc1n[nH]c(=O)[nH]c1=O | · | -6 | 4 | · | · | 3 | ·
COCCCn1cc(CN2CC(N3CCSCC3)CS2(=O)=O)nn1 (stereo not drawn) | 2 | -2 | -5 | · | · | -1 | 4.6
COC(=O)N/N=C\c1ccc(OC/C=C/c2ccccc2)cc1 | 5 | -2 | 4 | · | 1 | -3 | 0.1
O=C(NCCc1ccncc1)[C@H]1[C@H](CO)[C@H]2Cn3c(ccc(-c4ccncc4)c3=O)[C@@H]1N2 | 10 | -42 | -1 | 4 | 4 | 4 | 0.5
O=C(O)C12C3CCC(O3)C1(C(=O)O)C1CCC2O1 (stereo not drawn) | 8 | · | -9 | · | · | 3 | -0.6
O=C(c1ccc(Br)cc1)N1CCC2(CC1)NCCc1[nH]cnc12 | 1 | 5 | -18 | -6 | -3 | -1 | ·
Cc1cc(C(=O)NCC(=O)OCC(=O)N(C(C)C)C(C)C)ccc1[N+](=O)[O-] | -2 | -1 | -2 | · | · | 5 | ·
C[C@H]1CCCCO[C@@H](CN(C)S(=O)(=O)c2ccc(Cl)cc2)[C@@H](C)CN([C@@H](C)CO)C(=O)c2cc(N(C)C)ccc2O1 | 3 | 0 | 0 | 10 | 1 | 11 | 0.1
N#C[C@H]1[C@@H](c2ccccc2)[C@@H](CO)N1C(=O)C1CCCC1 | 4 | 4 | -2 | -11 | -4 | 44 | -0.3
COc1ccc(-c2cc(C(=O)Nc3cc(Br)ccc3O)no2)cc1 | ? | 0 | 2 | 3 | 0 | 0 | -0.1
COc1ccc(C(=O)NC2CCSc3ccccc32)cc1S(=O)(=O)N1CCOCC1 (stereo not drawn) | 2 | -11 | -4 | -6 | · | -15 | 0.2
CCc1ccc(-c2csc(NC(=O)C3CC(=O)N(c4ccc5c(c4)OCCO5)C3)n2)cc1 (stereo not drawn) | 8 | · | 11 | · | 5 | -1 | ·
CCN(C(=O)CSc1nnc2ccccn12)c1c(N)n(Cc2ccccc2)c(=O)[nH]c1=O | -4 | -1 | -3 | 5 | · | 1 | 0.6
COc1ccc2c3c([nH]c2c1)[C@H](CO)N(Cc1ccccc1)CC31CN(C(=O)Nc2cccc(F)c2)C1 | 7 | 2 | -4 | · | · | -1 | -0.2
O=c1ccn([C@@H]2O[C@H](CNS(=O)(=O)C3CC3)[C@@H](O)[C@H]2O)c(=O)[nH]1 | ? | -4 | -1 | 6 | -1 | -2 | 2.4
C[C@@H]1CN([C@@H](C)CO)C(=O)c2cccc(NC(=O)C3CC3)c2O[C@@H]1CN(C)C | 12 | 2 | 6 | 1 | 0 | 9 | -4.3
CCCc1nc2oc3ccccc3c(=O)c2c(=O)n1-c1ccc(C)cc1 | -9 | 0 | 2 | · | 5 | 2 | 0.6
O=C1NC(=O)C(c2ccccc2)(C2CCCC2)N1 (stereo not drawn) | 3 | · | 8 | 3 | 10 | -5 | -0.1
O=C(c1nnc(-c2ccc(Cl)cc2)o1)C1CCCC1 | -16 | 4 | 4 | -3 | 2 | 2 | 3.9
O=C(O)c1ccc2c(=O)n3c(nc2c1)/C(=C/c1ccc(Cl)cc1Cl)CC3 | 7 | -1 | 3 | -5 | -4 | -5 | 0.0
COc1ccccc1N1CCN(C(c2cccs2)C(C)NC(=O)c2ccco2)CC1 (stereo not drawn) | -9 | -4 | 1 | 28 | 0 | 0 | 1.9
CCOc1ccc(CN2CCNC(=O)C2CC(=O)N(C)CC2CCOCC2)cc1 (stereo not drawn) | -5 | -1 | -7 | 3 | -3 | -1 | -0.1
COCCn1c(=O)c2c(nc3n2CC(C)CN3CCc2ccccc2)n(C)c1=O (stereo not drawn) | 2 | -4 | 2 | -3 | 2 | 3 | 0.0
Cc1ccc(S(=O)(=O)N(C)C[C@H]2OCCCC[C@H](C)Oc3ccc(NS(=O)(=O)c4c(C)noc4C)cc3C(=O)N([C@H](C)CO)C[C@H]2C)cc1 | 15 | 4 | 3 | · | 0 | -14 | ·
C[C@@H]1CN([C@@H](C)CO)C(=O)c2cc(NS(C)(=O)=O)ccc2O[C@H]1CN(C)C(=O)Nc1cccc2ccccc12 | -4 | -3 | -1 | 28 | 3 | 14 | -2.8
COc1ccc(-c2nc(CS(=O)CC(=O)NCCCN3CC(C)CC(C)C3)c(C)o2)cc1OC (stereo not drawn) | · | -4 | 2 | 2 | 3 | 4 | ·
O=C(c1cccc(F)c1)N1CCCCN2[C@@H](CO)[C@H](c3ccc(-c4ccccc4)cc3)[C@@H]2C1 | 18 | 2 | 6 | · | -3 | 6 | -0.1
